# From PubChem
# TbMetRS inhib: Trypanosoma brucei MetRS inhibition | purified T. brucei MetRS, ATP depletion, Kinase-Glo luminescence | inhibition, % at 11.9 µM | actives 0.4% (n = 360,000) | AID 624268;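 active means inhibition above a per-plate cutoff of the control wells' mean inhibition plus 3 SD, cut at about 5.5% in these data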;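 further: 0% = DMSO wells median and 100% = median of wells with control inhibitor compound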
#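 Dosing: 11.9 µM single point; system: parasite MetRS enzyme; technique: luminescence of leftover ATP; times: 15 min enzyme-compound preincubation, 2 h reaction, 10 min detection, 25 °C; replicates: each compound tested once; read-out basis: percent inhibition relative to median high and low control wells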
# Neddyl block: cullin neddylation inhibition; P61081+Q13564; TR-FRET cullin neddylation, biochemical; calls only at 25 µM; actives 0.58% (n = 360,000); in the data active means inhibition above about 36%
# MsrA inh: inhibitors of bovine MsrA; purified bovine MsrA, absorbance read-out; AID 651718; inhibition, % at 15.5 µM; actives 0.75% (n = 360,000); in the data active means inhibition above about 4.5%;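 further: 0% = vehicle wells with enzyme and 100% = reference inhibitor wells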
# FAS TE block: inhibitors of human fatty acid synthase thioesterase domain; actives 0.67% (n = 360,000); inhibition, % at 15 µM; P49327; AID 602261; recombinant FAS-TE, OMFH fluorogenic substrate, fluorescence endpoint;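 active means compounds whose normalised, plate-corrected inhibition of enzyme fluorescence in the single-dose primary screen is 50% or more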;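 further: 0% = DMSO with enzyme and 100% = substrate without enzyme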
# eLon inh: inhibitors of E. coli Lon protease | P0A9M0 | purified E. coli Lon protease, fluorescence polarization | inhibition, % at 7.94 µM | actives 0.42% (n = 360,000); in the data active means inhibition above about 13%, passing the limit was not always enough;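 further: 0% = enzyme with probe and DMSO and 100% = no enzyme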
# Rin1-Abl PPI inh: blocks binding of human Rin1 to Abl; TR-FRET Rin1/Abl binding, biochemical; inhibition, % at 7.35 µM; actives 0.4% (n = 360,000); AID 588664; in the data active means inhibition above about 5%, passing the limit was not always enough
# bovine MsrA act: activators of bovine methionine sulfoxide reductase A | activation, % at 10.6 µM | actives 0.3% (n = 360,000) | purified bovine MsrA, absorbance read-out; in the data active means activation above about 7.5%;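 further: 0% = vehicle and 100% = reference activator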
# CSN inh: inhibitors of human CSN-mediated cullin deneddylation. Purified CSN, SCF-Nedd8-OG deneddylation, fluorescence polarization. actives 0.38% (n = 360,000). inhibition, % at 12.5 µM. Q92905;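 active means pattern-corrected inhibition above about 35%, with an unprinted fluorescence ratio check between 0.5 and 1.5, limit read from the data, passing the limit was not always enough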;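 further: 0% = enzyme with substrate and 100% = substrate without enzyme; some results filed as inactive read as strong as hits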
# Target sequence (Q92905 whole entry, looked up, one chain of several): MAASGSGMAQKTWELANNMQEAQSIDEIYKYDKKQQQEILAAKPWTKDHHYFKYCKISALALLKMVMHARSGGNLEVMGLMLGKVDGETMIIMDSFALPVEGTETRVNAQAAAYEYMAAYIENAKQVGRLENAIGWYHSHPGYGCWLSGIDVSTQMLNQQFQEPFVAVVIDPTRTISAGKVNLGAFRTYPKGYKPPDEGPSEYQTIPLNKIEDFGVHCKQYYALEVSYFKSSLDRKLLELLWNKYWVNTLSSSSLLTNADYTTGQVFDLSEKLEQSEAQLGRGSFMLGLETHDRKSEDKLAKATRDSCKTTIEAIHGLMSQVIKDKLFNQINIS
#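 Test system: purified human Csn5 enzyme expressed in HEK293T cells. Amount: 0.24 nM enzyme. Reagent: SCFSkp2-Nedd8OG substrate at 10 nM final. Schedule: 90 min incubation of compound, enzyme and substrate at room temperature. Detection: fluorescence polarization. Read-out: % inhibition of substrate cleavage by Csn5.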
# PABP1 MLLE inh: blocks PAM2 peptide binding to the PABP1 MLLE domain. P11940. GST-MLLE / FITC-PAM2 fluorescence polarization. inhibition, % at 20 µM. actives 0.36% (n = 360,000). AID 588489; in the data active means inhibition above about 35%, passing the limit was not always enough;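 further: plate controls were DMSO wells with GST-MLLE for no effect and wells lacking GST-MLLE protein for full effect; some results filed as inactive read as strong as hits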
# Target sequence (P11940 whole entry, looked up, the tested form may be a part): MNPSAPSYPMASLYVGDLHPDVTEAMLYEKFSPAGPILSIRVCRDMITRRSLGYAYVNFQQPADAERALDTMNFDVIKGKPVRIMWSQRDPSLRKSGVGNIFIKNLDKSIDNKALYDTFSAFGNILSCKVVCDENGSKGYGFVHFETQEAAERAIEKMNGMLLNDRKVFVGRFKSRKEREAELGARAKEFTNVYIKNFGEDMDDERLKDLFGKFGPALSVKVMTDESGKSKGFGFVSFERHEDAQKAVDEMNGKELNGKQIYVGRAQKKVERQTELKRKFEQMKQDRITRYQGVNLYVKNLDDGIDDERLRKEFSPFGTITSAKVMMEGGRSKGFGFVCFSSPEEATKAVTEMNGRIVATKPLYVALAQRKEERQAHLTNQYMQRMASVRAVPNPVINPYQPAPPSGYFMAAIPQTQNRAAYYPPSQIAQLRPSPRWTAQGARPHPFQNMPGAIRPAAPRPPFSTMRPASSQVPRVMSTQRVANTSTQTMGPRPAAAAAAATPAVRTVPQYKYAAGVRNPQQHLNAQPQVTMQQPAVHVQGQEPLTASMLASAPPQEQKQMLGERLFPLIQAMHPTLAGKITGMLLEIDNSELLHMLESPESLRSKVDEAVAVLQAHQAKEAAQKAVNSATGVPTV
# Numbers without * were called inactive; i = inactive; · = not tested or not shown; + = active, no number.
SMILES,TbMetRS inhib,Neddyl block,MsrA inh,FAS TE block,eLon inh,Rin1-Abl PPI inh,bovine MsrA act,CSN inh,PABP1 MLLE inh
CC1=CC(C)(C)[N+](C)(C)c2ccc(C)cc21,0.2,i,1.2,-5,3,10*,-2,0,-111
Cc1cc(C)n(-c2nnc3n2N=C(c2ccccc2)CS3)n1,-0.2,i,0.6,-6,7,-1,-1,-2,-21
O=C(O)C1=C(C2CCCCC2)C(=O)c2ccccc21,-0.4,i,0.5,-4,-14,6,-5,0,9
COc1ccc2sc(-c3ccc(N(C)C)cc3)c(C#Cc3cncn3C)c2c1,-0.3,·,2.6,22,-14,3,-4,8,-2
O=C(CC(Cc1ccccc1)c1ccco1)NCc1ccco1 (centres undefined),0.4,i,-1.5,4,-1,0,-1,-1,13
CCN(CC(=O)Nc1ccc(OC)cc1)C(=O)CCS(=O)(=O)c1ccc(C)cc1,-0.1,i,0.1,-4,3,0,-4,2,6
CCCn1nc(C(=O)OCC(=O)Nc2ccc(C(N)=O)cc2)c2ccccc2c1=O,0.4,i,-1.5,-6,-7,1,-1,-5,-8
CCOC(=O)[C@]12CCCC=C1N(CCC1=CCCCC1)C(=O)[C@H](CC(=O)NCc1cccc3ccccc13)C2,0.2,i,-0.7,·,·,·,·,2,·
Cc1ccc(C(=O)C2=C(O)C(=O)N(CCCn3ccnc3)C2c2ccc(OC(C)C)cc2)o1 (centres undefined),-0.7,i,0.7,-2,-3,-16,-7,3,-115
Cc1c(C(=O)Nc2ccc(C(=O)Nc3ccccc3)cc2)cccc1[N+](=O)[O-],-1.0,i,-1.8,-1,4,0,-3,2,11
COc1ccccc1NC(=O)CC(=O)CSc1nnc(-c2ccc(C)cc2)n1C,-0.3,i,0.3,-2,5,-3,-2,-2,-10
CN(C(=O)c1cccc(NC(=O)Cc2ccc(NC(=O)C3CCN(C(=O)C4CCCCC4)CC3)cc2)c1)C1CCCCC1,0.4,i,-1.4,-4,-3,3,2,1,7
COc1ccc2c(c1OC)CN(C)CCc1cc3c(cc1C(O)C2)OCO3 (centres undefined),-2.0,i,·,-1,-11,0,-12,-1,1
COc1ccc(C)cc1S(=O)(=O)N1CCc2ccccc2C1,-0.1,i,-0.6,7,1,0,-1,4,12
CN(Cc1ccccc1F)C(=O)CN1CCN(S(=O)(=O)c2ccc3c(c2)OCCCO3)CC1,-0.2,i,-0.9,7,-11,3,-2,-3,8
CC1CCC(NC(=O)C(NS(=O)(=O)c2ccc(Br)cc2)C(C)C)CC1 (centres undefined),-0.3,i,-0.2,4,-4,-1,-1,-1,0
Cc1c(C(=O)OCC(=O)N2CCC(C)CC2)oc2ccccc12,-0.4,i,-0.3,9,-5,0,0,-2,12
COc1ccc2c(c1)-c1c(sn(-c3ccc(OC)c(OC)c3)c1=S)C(C)(C)N2,-0.3,i,-1.4,4,-1,-4,-4,3,-6
COc1cc(C2C(C(=O)N3CCOCC3)=C(C)NC3=C2C(=O)CCC3)ccc1OC(C)=O (centres undefined),0.1,·,0.7,-6,0,0,0,4,12
COc1ccc(S(=O)(=O)Nc2cccc3c2O[C@H](CN(C)CC2CCCCC2)[C@@H](C)CN([C@H](C)CO)C3=O)cc1,-0.5,i,-0.2,-12,2,4,-3,-7,6

# Entries above that contain four or more nitrogen atoms:
SMILES,TbMetRS inhib,Neddyl block,MsrA inh,FAS TE block,eLon inh,Rin1-Abl PPI inh,bovine MsrA act,CSN inh,PABP1 MLLE inh
Cc1cc(C)n(-c2nnc3n2N=C(c2ccccc2)CS3)n1,-0.2,i,0.6,-6,7,-1,-1,-2,-21
CCCn1nc(C(=O)OCC(=O)Nc2ccc(C(N)=O)cc2)c2ccccc2c1=O,0.4,i,-1.5,-6,-7,1,-1,-5,-8
COc1ccccc1NC(=O)CC(=O)CSc1nnc(-c2ccc(C)cc2)n1C,-0.3,i,0.3,-2,5,-3,-2,-2,-10
CN(C(=O)c1cccc(NC(=O)Cc2ccc(NC(=O)C3CCN(C(=O)C4CCCCC4)CC3)cc2)c1)C1CCCCC1,0.4,i,-1.4,-4,-3,3,2,1,7

# Next entries
SMILES,TbMetRS inhib,Neddyl block,MsrA inh,FAS TE block,eLon inh,Rin1-Abl PPI inh,bovine MsrA act,CSN inh,PABP1 MLLE inh
COC(=O)c1ccccc1COc1cccn2c(N(C)CC3CC3)c(C)nc12,-0.8,i,-0.5,6,2,4,-7,3,11
COc1cccc(NC(=O)Cn2c3ccccc3c3nc4n(c(=O)c32)CCCS4)c1,0.4,i,2.0,6,0,-9,-6,4,1
CCCn1nnnc1-c1cccc(Cl)c1,-0.2,i,2.1,-3,-10,-1,0,-2,-2
CC(=O)Nc1ccc(S(=O)(=O)NCCC(=O)N2CCc3ccccc32)cc1,0.3,i,-1.2,-4,3,4,0,0,-12
CC1CCCC(C)N1/N=C/c1ccc(N(C)C)cc1 (centres undefined),0.1,i,3.1,-3,1,-3,-5,-6,-5
CC(=C/c1ccccc1)/C=N/N1CCN(Cc2ccc(C)cc2)CC1,0.0,i,0.3,12,13,1,-4,-4,-5
Cc1nc2sc(-c3ccccc3)cc2c(=O)[nH]1,-1.1,i,1.6,-1,-6,-7,-1,-1,-38
COC(=O)c1ccc(NC(=O)CCC(=O)c2ccc(F)cc2)cc1,0.1,i,-0.7,-5,2,-1,-3,3,-15
O=C(C[C@H]1C[C@H](C(=O)N2CCOCC2)[C@@]2(CCC3CCCC3)c3[nH]c4ccc(Cl)cc4c3CCN2C1=O)NCCc1ccccn1,-0.9,i,0.8,83*,-1,-2,-2,6,-11
Cn1cccc1Cc1nnc(SCC(=O)Nc2cccc(Cl)c2)n1-c1ccc(F)cc1,-1.1,i,2.4,15,-3,3,0,-4,-11
COc1cccc(/C=C/C(=O)OCC(=O)Nc2ccc3c(c2)OCO3)c1,-0.4,i,1.9,8,5,-3,-6,-1,-11
Cc1c(NC(=S)N/N=C\c2ccccc2O)c(=O)n(-c2ccccc2)n1C,-0.8,·,3.8,-3,10,-3,5,0,28
COC(=O)C(NC(=O)CCc1c(C)nc2ncnn2c1C)C(C)C (centres undefined),-0.4,i,0.4,-6,-3,4,-7,2,10
CCCNC(=O)COc1coc(CN2CCN(c3ccccc3)CC2)cc1=O,-0.6,i,0.0,-3,-8,2,-2,2,-11
COc1cc(C)nc(N2CCC(C(=O)NC3CCCCC3)CC2)n1,-0.2,i,0.0,-1,-5,3,-1,1,-2
Cc1cccc(OCC(O)Cn2ccnc2C)c1 (centres undefined),0.0,i,0.7,-3,8,-1,-10,6,16
COc1ccc2cc(C)c(SCC(=O)Nc3cc(C)on3)nc2c1,-0.1,i,-0.8,-8,14,-2,-3,3,-13
Clc1ccc(Cc2ccc(Cl)nn2)c(Cl)c1,-0.1,i,0.8,-1,-3,-4,-3,4,-4
Cc1cccc(NC(=S)NNC(=O)c2ccc(Br)o2)c1,0.7,i,1.6,-6,-4,-3,-1,1,18
Nc1c([N+](=O)[O-])c(=O)sc2ccccc12,-0.3,i,1.0,0,-5,-2,-7,-2,0
Cc1cc(C)cc(OCC(=O)Nc2cc(NC(=O)COc3cc(C)cc(C)c3)cc(C(=O)O)c2)c1,-0.3,i,0.2,24,0,-1,-1,-1,10
Cc1ccc2c(c1)nnn2C1CCN(S(=O)(=O)c2cccc(S(=O)(=O)N(C)C)c2)CC1,-0.4,i,-0.2,18,-4,3,1,-3,15
CC(=O)c1c(C)[nH]c(C(=O)COC(=O)COc2ccccc2)c1C,-0.4,i,0.2,-6,0,-5,-4,-2,12
COc1cc(C(=O)NCC(=O)N2CCN(S(=O)(=O)c3ccccc3)CC2)cc(OC)c1OC,-0.7,i,-0.1,-5,6,0,-12,0,11
COC(CNc1nc(SC)nc2sc3c(c12)CCN(C)C3)OC,-1.1,i,1.8,0,4,-2,-3,-1,7
Cc1ccc(C(=O)NC(C)C(c2cccs2)N2CCOCC2)cc1C (centres undefined),-0.4,i,-1.1,-11,6,-4,-6,-2,-1
CCN(CC(=O)Nc1ccc(NC(C)=O)cc1)C(=O)c1cc2ccccc2oc1=O,-0.2,i,0.1,-5,-1,1,-2,1,7
CCCOc1ccc(CN(CCO)CCO)cc1[N+](=O)[O-],-0.3,i,1.4,-5,1,-1,-3,-5,4
Cc1cc(C)cc(N2CN=c3s/c(=C\c4ccco4)c(=O)n3C2)c1,0.0,i,2.9,6,-7,0,-8,-5,-20
Cc1cc(C)c(C(=O)NCC2CCCO2)c(C)c1C(=O)NCC1CCCO1 (centres undefined),1.6,i,-1.5,-4,-8,4,-5,5,4
C=CCn1c(SCc2cc(=O)n3cc(C)ccc3n2)nnc1-c1ccc(F)cc1,0.6,i,0.1,-6,-24,0,-4,2,-2
Nc1nonc1-n1nnc(C(=O)N/N=C/c2c(Cl)cccc2Cl)c1CN1CCOCC1,0.2,i,-0.5,-1,-7,1,-1,-1,6
Cn1c(-c2ccccc2)cnc1NCc1cc(Cl)ccc1O,1.1,i,0.6,11,-8,0,-7,-2,3
CC(=O)Oc1ccc2c(=O)c(N3C(=O)c4ccccc4C3=O)c(C)oc2c1C,0.2,i,1.2,-3,2,2,-1,2,-8
Nc1nc2nc(-c3ccc(Cl)cc3)cc(C(F)(F)F)n2n1,-1.0,·,·,-3,6,-9,-4,2,3
CC(C)(C)n1nnnc1C(c1cccc(C#N)c1)N1CCCCCC1 (centres undefined),-1.5,i,0.0,4,-7,0,-14,1,-10
COc1ccc(NC(=O)NS(=O)(=O)c2ccc(C)cc2)cc1OC,-0.2,i,-0.6,-3,-15,2,-1,-1,9
CC(C)C[C@@H]1Cc2[nH][nH]c(=O)c2[C@H](CCc2ccccc2)O1,-2.2,i,1.3,-60,2,·,-13,-4,·
CCCCn1c(SCC(=O)N2CCCC2)nc2cc(S(N)(=O)=O)ccc21,-0.6,i,0.9,-1,-1,3,-4,-8,10
O=C(O)C1CN(C(=O)c2ccccc2)c2cc(Cl)ccc2O1 (centres undefined),0.7,i,0.4,-2,-4,0,-2,3,-9
COc1ccc(N2C(=O)CC(NC3CCCCNC3=O)C2=O)cc1 (centres undefined),-0.6,i,0.1,-4,6,-5,-3,0,3
Cc1ccc(-c2nnc(COC(=O)c3cccs3)o2)cc1,-0.1,i,0.5,4,-5,-2,-2,0,-1
CN(Cc1ccccc1)C(=O)COC(=O)C1CCN(S(=O)(=O)c2cccs2)CC1,-0.1,i,0.8,6,5,7,-4,-7,7
CC(C)Cn1c(C23CC4CC(CC(C4)C2)C3)n[nH]c1=S,-1.0,i,-0.3,4,4,-2,-1,5,-15
COc1cccc(Nc2nc(-c3cccnc3)cs2)c1,-0.5,i,0.9,3,7,-3,-1,-3,3
CN(C)c1ccc(-c2nc3cc(N)ccc3o2)cc1,-1.2,·,3.5,1,-10,-1,-8,1,-17
Clc1ccc(-n2cnnn2)cc1,-1.7,i,0.9,-5,0,-5,-10,5,5
COc1ccc(C2=Nc3nc(-c4ccccc4)cn3C(c3ccc(OC)cc3)C2)cc1 (centres undefined),-0.6,·,0.7,26,-5,-2,-2,-1,-8
COc1ccc(C(=O)CCC(=O)N2CCN(c3ccc(N4CCOCC4)nn3)CC2)cc1,0.5,+,-0.2,-4,0,-3,-3,-2,5
NC(=S)N/N=C1\CC(c2ccc3c(c2)OCCO3)Oc2ccc(F)cc21 (centres undefined),-0.1,i,3.4,23,-8,-1,-2,0,-6
Cc1cccc(N2CCN(S(=O)(=O)c3ccc4c(c3)CCCN4C(=O)C3CCC3)CC2)c1C,-0.8,i,-0.4,27,-5,-1,-7,-4,-3
Cc1nnsc1C(=O)Nc1cccc(Cl)c1C,-0.6,i,-0.9,-6,-21,-2,-1,7,0
